Source: PubChem
ERK EGF block: blocks ERK signaling stimulated by EGF; HEK293-V1b, EGF-stimulated phospho-ERK AlphaScreen; Potency, µM (titrated, usually from 11.5 µM), inactives show at the top dose activity change, negative = inhibition, usual class: inhibitors; hit rate 0.41% among 130,000; active means well fitted inhibition curve with a large enough effect; inconclusive means small, poorly fitted or top-dose-only effect, or effect the other way;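 further: plate controls were stimulated vehicle wells for no effect and unstimulated vehicle basal for full effect; nearly all actives have a fitted effect of over 55% in size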
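HEK293 cells stably expressing V1b receptor, serum-reduced (1% FBS) overnight, got compound for 30 min at 37C, then 25 nM EGF for 5 min. Lysate phospho-ERK read by AlphaScreen SureFire; AC50 from Hill fits.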
Numbers without * were called inactive; ? = inconclusive; [ ] = dose if it differs, or a comment. Potency means the concentration at half of the fitted maximal effect.

SMILES | ERK EGF block
COCC(=O)Nc1ccc([N+](=O)[O-])cc1OC | 9%
O=C(NCCO)c1cc([N+](=O)[O-])cc2c1C=Cc1ccccc1O2 | -5%
CCCCn1c(=S)[nH]c2ccccc2c1=O | -13%
O=C(CCCCl)NC(=S)Nc1ccc(N2CCOCC2)cc1 | -6%[57.5 µM]
Cc1ccc(C2=NN=C(NC(=O)CSc3nc(C)cc(C)n3)SC2)cc1 | 0%
Cc1noc(C)c1COc1cccc(C(=O)OCC(=O)NCCN2C(=O)CSC2=O)c1 | -12%
CC1CC/C(=N/Nc2ccccc2)C(=O)N1 (stereo not drawn) | 1%
CCOC(=O)C1(Cc2cccc(OC)c2)CCCN(S(=O)(=O)c2cccnc2)C1 (stereo not drawn) | -13%
CC(=O)C1C(c2ccccc2)c2c(noc2C)CC1(C)O (stereo not drawn) | -7%[57.5 µM]
c1ccc2c3c(c(CN4CCCCC4)cc2c1)COC3 | -17%[57.5 µM]
COc1cc(/C=C(\C#N)C(=O)c2c[nH]c3ccccc23)cc(OC)c1O | 1%
COc1ccc(NC(=O)/C(=C\c2cccnc2)NC(=O)c2cccs2)cc1 | -1%
O=C(O)c1ccc(CNC(=O)c2ccccc2NC(=O)c2ccc([N+](=O)[O-])cc2)cc1 | 5%
C=CCN(CC=C)C(=S)NC(=O)Cc1cccc2ccccc12 | -6%
CCOC(=O)C1(CCOC)CCN(Cc2cnc(-c3cccc(C)c3)nc2)CC1 | -6%[57.5 µM]
Cc1ccnn1CC(=O)N/N=C/c1c[nH]c2ccccc12 | -7%[57.5 µM]
CNC(=O)Cc1csc2ccc(C)cc12 | -5%[57.5 µM]
CCCN(CCC)S(=O)(=O)c1ccc(Cl)c(OC)c1 | 3%
O=C(NC(=S)Nc1nc(-c2ccccc2)cs1)c1cccs1 | 8%
Cc1ccc(C2=NN(S(C)(=O)=O)C(c3ccc4nccnc4c3)C2)cc1 (stereo not drawn) | 3%
CCOC(=O)Cc1nc(-c2ccccc2)n[nH]1 | -7%
NNC(=O)CN1C(c2ccccc2)=Nc2ccc(Br)cc2C1c1ccccc1 (stereo not drawn) | 2%
CNC(=O)CC1C(=O)N(c2ccc(Cl)cc2)C(=S)N1CCc1ccc(OC)c(OC)c1 (stereo not drawn) | -3%
CC(=O)N1CC23C=CC(CC2CC12CCCCCC2)O3 (stereo not drawn) | 9%[57.5 µM]

Arranged by length of the SMILES (lowest first): some entries from above.
SMILES | ERK EGF block
CNC(=O)Cc1csc2ccc(C)cc12 | -5%[57.5 µM]
CCCCn1c(=S)[nH]c2ccccc2c1=O | -13%
CC1CC/C(=N/Nc2ccccc2)C(=O)N1 (stereo not drawn) | 1%
CCOC(=O)Cc1nc(-c2ccccc2)n[nH]1 | -7%
c1ccc2c3c(c(CN4CCCCC4)cc2c1)COC3 | -17%[57.5 µM]
CC(=O)N1CC23C=CC(CC2CC12CCCCCC2)O3 (stereo not drawn) | 9%[57.5 µM]
O=C(CCCCl)NC(=S)Nc1ccc(N2CCOCC2)cc1 | -6%[57.5 µM]
Cc1ccnn1CC(=O)N/N=C/c1c[nH]c2ccccc12 | -7%[57.5 µM]
O=C(NC(=S)Nc1nc(-c2ccccc2)cs1)c1cccs1 | 8%
NNC(=O)CN1C(c2ccccc2)=Nc2ccc(Br)cc2C1c1ccccc1 (stereo not drawn) | 2%
COc1ccc(NC(=O)/C(=C\c2cccnc2)NC(=O)c2cccs2)cc1 | -1%
Cc1ccc(C2=NN(S(C)(=O)=O)C(c3ccc4nccnc4c3)C2)cc1 (stereo not drawn) | 3%
COc1cc(/C=C(\C#N)C(=O)c2c[nH]c3ccccc23)cc(OC)c1O | 1%
CCOC(=O)C1(Cc2cccc(OC)c2)CCCN(S(=O)(=O)c2cccnc2)C1 (stereo not drawn) | -13%
Cc1noc(C)c1COc1cccc(C(=O)OCC(=O)NCCN2C(=O)CSC2=O)c1 | -12%
CNC(=O)CC1C(=O)N(c2ccc(Cl)cc2)C(=S)N1CCc1ccc(OC)c(OC)c1 (stereo not drawn) | -3%
O=C(O)c1ccc(CNC(=O)c2ccccc2NC(=O)c2ccc([N+](=O)[O-])cc2)cc1 | 5%

The list goes on:
SMILES | ERK EGF block
CCc1ccc(N(C(=O)CNC(=O)c2ccco2)C(C(=O)NCC2CCCO2)c2ccccc2)cc1 (stereo not drawn) | 2%
CCOC(=O)C(=Cc1c[nH]c2ccc(S(=O)(=O)N(C)C)cc12)C(=O)OCC | 10%[57.5 µM]
Oc1ccc(/C=N/Nc2nn3cnnc3c3ccccc23)cc1 | 2%[57.5 µM]
COc1ccc(C2Nc3ccccc3C(=O)N2c2ccc(F)cc2)cc1Cn1nnc2ccccc21 (stereo not drawn) | 2%
NC1=NC[C@H](Cc2ccccc2)N1CCCCC1CCCCC1 | 10%[57.5 µM]
COc1ccc(N/N=C(\C#N)C(=N)N2CCOCC2)cc1 | -1%
C(=C\c1nc(-c2ccccc2)oc1Nc1ccc2ccccc2c1)/c1ccccc1 | -8%
Cc1ccc2nc(Cl)c(/C=N/NC(=O)[C@H]3C[C@@H]3c3ccccc3)cc2c1 | -3%
COc1cc([N+](=O)[O-])cc(/C=N\NC(=O)C2COc3ccccc3O2)c1O (stereo not drawn) | 15%[57.5 µM]
Fc1ccc(NC(=S)N2CCCN(c3ccc(C(F)(F)F)cn3)CC2)c(F)c1 | -8%[57.5 µM]
C/C(=N\NC(=O)c1cccnc1)c1c(O)cc(C)oc1=O | -1%
C=CC(C1=CC(=O)C(OC)=CC1=O)c1ccccc1 (stereo not drawn) | 8%
CC(NCc1ccc2c(c1)OCO2)C(=O)NC1CCCCC1 (stereo not drawn) | 1%
Cc1ccc(C(=O)N/C(=C\c2ccccc2)C(=O)NCCCn2ccnc2)cc1 | -1%
CCCN(CCC)CCCNC(=O)c1nn(-c2cccc(OC)c2)c(=O)c2ccccc12 | -6%
Cc1cc(C)n(-c2ccc(C(=O)OCC(=O)Nc3ccc(Cl)cc3[N+](=O)[O-])cc2)n1 | 4%
CC(=O)n1cc([C@H]2C=C(C(=O)N3CCN(Cc4ccccc4)CC3)O[C@@H](OCCCCO)C2)c2ccccc21 | ?
COc1ccc(C(C(=O)NC(C)(C)C)N(Cc2ccccc2)C(=O)CCC(=O)Nc2cc(C)on2)cc1 (stereo not drawn) | -2%
Cc1[nH]nc(-c2ccc(O)cc2O)c1-c1nc2ccccc2s1 | -1%
O=C(Cn1cnc2c(nnn2Cc2ccc(F)cc2)c1=O)NCc1ccc2c(c1)OCO2 | 0%
N#Cc1cc([N+](=O)[O-])ccc1N1CCN(c2ccccc2O)CC1 | 3%
c1cncc(-c2nc(N3CCOCC3)c3c4c(sc3n2)CCC4)c1 | -2%
CCOC(=O)c1cnc2c(OC)cccc2c1NCc1cccnc1 | 8%
COc1cc(OC)c(C2SCCS2)c(OC)c1 | 9%
Nc1c2c(nc3ccc(Br)cc13)N(C1CCCCC1)CC2 | ?
CC(=O)C1=C(C)NC2=C(C(=O)CC(C)(C)C2)C1C (stereo not drawn) | -2%
CCOC(=O)C1CCN(c2nc(N)c3c(N)nc(SCC(=O)O)cc3c2C#N)CC1 | -10%[57.5 µM]
N#Cc1ccc[n+](CC(=O)c2ccc(NC(=O)c3ccccc3)cc2)c1 | -2%[57.5 µM]
Cc1cc2n(n1)SC(Nc1cccc3ccccc13)N2 (stereo not drawn) | 12%
Cc1ccc(C(NC(=O)NC(C)c2ccccc2)C(Cl)(Cl)Cl)cc1F (stereo not drawn) | -2%
CCOC(=O)N1CCN(C(=O)Nc2ccc3nccnc3c2)CC1 | 1%
C=CCNC(=S)NNC(=O)COc1c(Cl)cc(Cl)cc1Cl | 0%
O=C(O)c1nn(CC(=O)N2CCCCCC2)c(=O)c2ccccc12 | -10%
COCCNC(=O)/C(C#N)=C/c1cccc(/C=C(\C#N)C(=O)NCCOC)c1 | ?
C=CCNC(=O)CN(c1cc(Cl)ccc1OC)S(=O)(=O)c1ccc(C)c([N+](=O)[O-])c1 | 6%
Cc1cc(=O)[nH]c(-c2cccs2)n1 | 10%[57.5 µM]
Cc1ccc(NC(=O)N2CCSc3ccccc32)cc1 | -1%
COc1ccc(CNC(=O)CSCc2c(F)cccc2Cl)cc1 | -3%
O=C(/C=C/c1ccccc1Cl)N(c1ccccn1)C1CCCCC1 | 3%
CC1CCCN(c2nc3nonc3nc2Nc2ccccc2F)C1 (stereo not drawn) | 26%
NC(=O)c1ccc(Oc2ccc(Cl)cc2)c([N+](=O)[O-])c1 | -9%[57.5 µM]
CCOC(=O)C(=CNc1ccccc1Cl)C(=O)OCC | -4%[57.5 µM]
COC(=O)c1cc(OC)nc2ccc(Br)cc12 | 8%[57.5 µM]
Cc1ccc(/C=N/NC(=O)CSc2nnc(-c3ccc(Cl)cc3)n2-c2ccccc2)o1 | -6%
C[N+](C)(CC#Cc1ccccc1)CC(=O)c1ccccc1 | -5%
O=C(NC(=S)NCC1CCCO1)c1cccc([N+](=O)[O-])c1 (stereo not drawn) | -2%
COc1ccc2[nH]c(=O)c(CN(Cc3cccs3)C(=S)Nc3ccccc3)cc2c1 | 3%
Cc1csc(NC(=O)C2=NN(c3ccccc3)C(=O)CC2)n1 | -7%

Grouped by structure, the entries above with a furan ring, fused or not
SMILES | ERK EGF block
CCc1ccc(N(C(=O)CNC(=O)c2ccco2)C(C(=O)NCC2CCCO2)c2ccccc2)cc1 (stereo not drawn) | 2%
Cc1ccc(/C=N/NC(=O)CSc2nnc(-c3ccc(Cl)cc3)n2-c2ccccc2)o1 | -6%

The listing continues.
SMILES | ERK EGF block
COc1cccc(Cn2c(=O)c(-c3ccc(F)c(F)c3)nc3cncnc32)c1 | ?
COc1cccc2[nH]c3c(N4CCC5(CC4)OCCO5)ncnc3c12 | -5%[57.5 µM]
CCOc1cc(N2CCOCC2)c(OCC)cc1NC(=O)CN1C(=O)NC(CC(C)C)C1=O (stereo not drawn) | 6%
CC(C)(C)NC(=O)c1ccc(NC(=O)CSc2ccccc2)cc1 | -4%
COc1ccccc1CNCc1cc(OC)c(OC)c(OC)c1 | -8%
CC1Cc2nc(SCC(=O)N3CCCc4ccccc43)n(C)c(=O)c2S1 (stereo not drawn) | 1%
Cc1ccc(SC(=O)c2c([N+](=O)[O-])c(C)nn2C)cc1 | -1%[57.5 µM]
CN(C)CCCNC(=O)/C(=C\C=C\c1ccccc1)NC(=O)c1ccc([N+](=O)[O-])cc1 | -3%[57.5 µM]
O=C(Nc1ccc(C(F)(F)F)cc1-c1ccccc1)c1ccccc1 | 5%
CCOC(=O)c1ccc(OC(=O)CCCCCN=C(N)N)cc1 | -10%
Cc1ccc(S(=O)(=O)N/N=C\c2cc3c(cc2Br)OCO3)cc1 | -10%
COc1ccc(C2CC2/C(=N/O)c2ccccn2)cc1 (stereo not drawn) | 1%
CC(C)(C)NS(=O)(=O)c1ccc(NC(=O)Cc2ccccc2[N+](=O)[O-])cc1 | -6%
Cc1ccc(-c2c[n+](CC(=O)OCc3ccccc3)c3n2CCC3)cc1 | 8%
Cc1ccc(Oc2c(C)nc(-c3ccccc3)[nH]c2=O)cc1 | 11%[57.5 µM]
Cc1csc(NC(=O)c2cc(=O)[nH]c3ccccc23)n1 | 4%[57.5 µM]
CNS(=O)(=O)c1cccc(C(=O)OCC(=O)Nc2ccc(Cl)cc2F)c1 | -23%[57.5 µM]
NCC(O)c1ccc(O)c(O)c1 (stereo not drawn) | 7%
CC(C)(C)c1cc(C(=O)NNC(=O)c2ccc(C(F)(F)F)cc2)no1 | 3%[57.5 µM]
COc1ccc(NCC(=O)N/N=C/c2ccc3c(c2)OCCO3)cc1 | -3%
O=C(Cn1cnc2c(nnn2Cc2ccc(F)cc2)c1=O)Nc1cccc(F)c1 | -1%
O=C(C1=C[C@H](c2ccc(C(F)(F)F)cc2)C[C@H](OCc2ccc(CO)cc2)O1)N1CCN(Cc2ccc3c(c2)OCO3)CC1 | 9%[57.5 µM]
Cc1ccc(-c2nnc(SCC(=O)N3CC(C)CC(C)C3)o2)cc1C (stereo not drawn) | 4%
COc1ccc(Cl)cc1NC(=O)CN1CCCCCC1 | 8%
CC(=O)Nc1ccc(OCC(O)CN2C(C)CCCC2C)cc1 (stereo not drawn) | 3%
Cc1nn(C2CCS(=O)(=O)C2)c(Cl)c1/C=C/C(=O)OCC(=O)c1cc(C)n(-c2ccc(F)cc2)c1C (stereo not drawn) | -1%
COC(=O)CCC(=O)OC1(C)C(=O)C=C2C=C(C3CC3)N(Cc3ccc(OC)cc3)C=C2C1=O (stereo not drawn) | -3%[57.5 µM]
CCNc1nc(C(=O)O)nc(N2CCOCC2)n1 | -13%
O=C(NCc1ccc(F)cc1)c1cc2sccc2n1Cc1ccc(F)cc1 | -1%
COC(=O)COc1cccc2c(=O)n(CC(=O)N3CCC(C)CC3)ccc12 | -1%[57.5 µM]
Cc1cc(N2CCN(S(=O)(=O)c3ccc(Cl)c(Cl)c3)CC2)c2ccccc2n1 | 0%
CC1=CSC2=NS(=O)(=O)CCN12 | 0%[57.5 µM]
Cn1cc(CNCC2CCCO2)c(-c2ccc(Oc3ccccc3)cc2)n1 (stereo not drawn) | 6%
COc1ccc(CN=C2NN=C(c3cccc(OC)c3)CS2)cc1 | -2%
COc1ccc(C(=O)NC2CCN(C(=S)NCCc3ccccc3)CC2)cc1 | 7%
CC(C)C(=O)NNC(=O)c1csc(CS(=O)(=O)c2ccc(Cl)cc2)n1 | -1%[57.5 µM]
COc1cc(C2NC(=O)NC(C)=C2C(C)=O)ccc1O (stereo not drawn) | 0%[57.5 µM]
Cc1cc(OCCn2ccnc2)cc(C(C)C)c1 | -5%
O=C1N(C2CCCC2)C[C@@H]2C[C@@H](c3cn[nH]c3-c3ccc(Cl)cc3)N3CCC[C@@]123 | -9%
O=C(Nc1ccc(F)c([N+](=O)[O-])c1)c1cccs1 | -4%
COc1ccc(CC2(CO)CCN(Cc3cnc(-c4ccccc4C)nc3)CC2)cc1 | 4%
CCN(Cc1ccncc1)C(=O)c1cc(Br)cc(Br)c1O | -14%

Not all compounds are listed; rates above refer to the full screens.
